GCN5L2 inh – qHTS Assay for Inhibitors of GCN5L2; GCN5L2 HAT assay, ThioGlo1 CoA-SH fluorescence; Potency, µM (titrated, usually from 58.9 µM), inactives show top-dose activity change, negative = inhibition, actives largely listed as inhibitors; 390,000 compounds, 0.21% hits; AID 504327, 2011
Target sequence (Q92830 whole entry, looked up): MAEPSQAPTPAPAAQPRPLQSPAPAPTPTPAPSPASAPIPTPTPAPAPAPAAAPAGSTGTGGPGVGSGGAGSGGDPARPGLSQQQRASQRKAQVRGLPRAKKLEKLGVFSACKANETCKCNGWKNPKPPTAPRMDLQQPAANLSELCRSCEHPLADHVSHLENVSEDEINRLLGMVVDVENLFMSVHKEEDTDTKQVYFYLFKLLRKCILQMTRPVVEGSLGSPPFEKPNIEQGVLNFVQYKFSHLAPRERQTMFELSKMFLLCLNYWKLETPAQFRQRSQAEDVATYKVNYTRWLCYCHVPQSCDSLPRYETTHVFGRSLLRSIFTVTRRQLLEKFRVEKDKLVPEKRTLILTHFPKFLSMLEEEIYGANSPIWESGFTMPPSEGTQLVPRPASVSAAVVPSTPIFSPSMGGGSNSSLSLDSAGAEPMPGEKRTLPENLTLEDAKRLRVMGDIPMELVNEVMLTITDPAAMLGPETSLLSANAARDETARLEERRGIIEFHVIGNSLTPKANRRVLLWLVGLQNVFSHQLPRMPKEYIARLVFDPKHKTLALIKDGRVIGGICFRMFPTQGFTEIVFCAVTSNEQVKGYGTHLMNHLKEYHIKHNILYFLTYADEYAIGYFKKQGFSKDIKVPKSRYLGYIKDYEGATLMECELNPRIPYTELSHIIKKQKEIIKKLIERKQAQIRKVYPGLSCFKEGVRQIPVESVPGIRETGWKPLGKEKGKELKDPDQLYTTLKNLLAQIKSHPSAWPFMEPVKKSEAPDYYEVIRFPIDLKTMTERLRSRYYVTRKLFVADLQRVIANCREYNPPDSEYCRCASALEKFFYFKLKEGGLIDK
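Free CoA generated was detected with ThioGlo1 (50uM) fluorescence at Ex340nm/Em540nm, read immediately and after 20 min at room temperature. Enzyme, 20 nM in HEPES pH 7.5 buffer, saw compounds 15 min before adding 75uM H3(1-25) peptide and 70uM acetyl-CoA.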
TDP1 block – qHTS Assay for Inhibitors of Tyrosyl-DNA Phosphodiesterase (TDP1) | recombinant TDP1, AlphaScreen DNA substrate cleavage | Potency, µM (highest dose often 130 µM), inactives show at the top dose activity change, negative = inhibition, usual class: inhibitors | 350,000 compounds, 0.28% hits; note: nearly all actives have a fitted effect of over 40% in size
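Steps: enzyme plus compound, 15 min RT; add biotin/phosphotyrosine-FITC oligonucleotide (15 nM final), react 5 min; add donor/acceptor beads (10 ug/ml final), 10 min; read AlphaScreen. Tdp1 at 1 nM final.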
TDP1 cell noCPT – qHTS for Inhibitors of human tyrosyl-DNA phosphodiesterase 1 (TDP1): qHTS in cells in absence of CPT | DT40 Tdp1-/- hTDP1 cells, no CPT, ATP luminescence, 48 h | Potency, µM (highest dose often 46.2 µM), inactives show top-dose activity change, negative = growth inhibition, actives largely listed as inhibitors | 420,000 compounds, 15% hits; note: nearly all actives have a fitted effect of over 55% in size
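Compound effects on proliferation are scored in DT40 Tdp1-/-;hTDP1 cells in the absence of CPT. ATP levels (CellTiter-Glo luminescence) are recorded after a ≥48 hr, 37 °C incubation.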
The depositor's hits bear a star; ? = inconclusive; nt = not tested or not shown; & = joins results of further samples; [ ] = dose if it differs, or a comment. Calls come from the whole dose curve; as a rule, active = well fitted curve in the direction sought with a large enough effect; inconclusive = small, poorly fitted or top-dose-only effect, or another doubt; inactive = no such curve, though single readings can be large; an effect the other way counts as inactive or inconclusive. % is set by controls: 0 for no effect and ±100 for the full control effect; potency is the fitted concentration of half-maximal effect. Some of the compounds tested; the hit share may differ from the screen's.

Sample of the layout (5 entries):
SMILES	GCN5L2 inh	TDP1 block	TDP1 cell noCPT
Cc1ccccc1OCCNC(=O)/C=C/c1ccc([N+](=O)[O-])cc1	-9%	0%	?
COc1ccc(NC(=O)c2ccc(CNS(=O)(=O)c3ccc4c(c3)C(C)(C)C(=O)N4C)cc2)cc1	-11%	0%	?
Cc1cccc(N(C)C(=O)c2cc3c(=O)[nH]c4ccc(C)cc4c3s2)c1	4%	nt	5.2µM*
Cn1ccnc1Sc1ccc(/C=N/NC(=O)c2ccccc2[N+](=O)[O-])cc1[N+](=O)[O-]	0%	9%	?
CCCn1c(N)c(CC)c(=O)[nH]c1=O	-7%	5%	-1%

The list itself, from the first entry:
SMILES	GCN5L2 inh	TDP1 block	TDP1 cell noCPT
Cc1ccccc1OCCNC(=O)/C=C/c1ccc([N+](=O)[O-])cc1	-9%	0%	?
COc1ccc(NC(=O)c2ccc(CNS(=O)(=O)c3ccc4c(c3)C(C)(C)C(=O)N4C)cc2)cc1	-11%	0%	?
Cc1cccc(N(C)C(=O)c2cc3c(=O)[nH]c4ccc(C)cc4c3s2)c1	4%	nt	5.2µM*
Cn1ccnc1Sc1ccc(/C=N/NC(=O)c2ccccc2[N+](=O)[O-])cc1[N+](=O)[O-]	0%	9%	?
CCCn1c(N)c(CC)c(=O)[nH]c1=O	-7%	5%	-1%
CCn1cc(C(=O)NCCN(CC(C)C)CC(C)C)c(=O)c2cc(S(=O)(=O)N3CCOCC3)ccc21	-8%	-2%	?
CCN(CC)CCNC(=O)CNC(=O)c1nn(-c2ccc(OC)cc2)c(=O)c2ccccc12	17%	nt	11%
COc1ccc(C2=NN(CN3C(=O)C(=O)c4ccccc43)C(c3ccc(Br)cc3)C2)cc1 (stereo unspecified)	-7%	6%	6.5µM*
O=C(c1ccncc1)N1CCC2(CC1)CN(c1ncccn1)C2	-9%	nt	-9%
O=C(COC(=O)Cc1ccccc1F)Nc1ccc(SC(F)F)cc1	-3%	-2%	-15%
CCN(CC)c1ccc(-c2nn3c(-c4ccccc4OC)nnc3s2)cc1	-22%	-3%	1.2µM*
CCOC(=O)c1c(NC(=O)COC(=O)Cn2c(C)nc3ccccc32)sc2c1CCCC2	-2%	5%	?
CC(=O)N1CCN(S(=O)(=O)c2cccc(C(=O)OCC(=O)N(Cc3ccccc3)C(C)(C)C)c2)CC1	0%	-6%	-23%
Cc1ccccc1OCc1nc2ccccc2c(=O)n1/N=C/c1cn[nH]c1-c1ccccc1	-4%	9%	21µM*
CCC(Oc1ccccc1OC)C(=O)N1CC(=O)Nc2ccccc21 (stereo unspecified)	0%	nt	-7%
Cc1ccc(NC(=O)CSc2nnc(-c3n[nH]c4ccccc34)n2-c2ccccc2)c(C)c1	2%	0%	?
CCCNC(=O)c1oc2ccc3c(c2c1C)C=CC(C)(C)O3	-3%	nt	-28%
CCOc1nc(-c2ccccc2)ccc1-c1noc(-c2ccncc2)n1	1%	7%	-21%
O=c1c2oc3ccccc3c2n(Cc2ccccc2)c(=O)n1Cc1ccc2c(c1)OCO2	-4%	5%	?
O=C(NCc1cccs1)c1ccc(CSc2nc3cccnc3n2Cc2ccc(F)cc2)cc1	-14%	11%	?
Cc1ccc2c(=O)cc(C(=O)NCc3ccccc3)oc2c1C	-2%	nt	?
Cc1ccc(C)c(OCC(=O)NNC(=O)CCN2CCN(c3ccccc3)CC2)c1	-1%	3%	-23%
Cn1cnnc1SCC(=O)Nc1nc(-c2ccc(F)cc2)cs1	-1%	1%	-28%
O=C(c1ccc(S(=O)(=O)N2CCOCC2)cc1)N1CCc2ccccc21	5%	3%[0.0935 µM]	?
Cc1cnc(NC(=O)Nc2ccccc2)c(C)n1	8%	nt	12%
Cc1cc(C)n2cc(CSc3ccc(Cl)cc3)nc2n1	0%	nt	?
Cc1ccc(/C=N/n2c(C)cc(C)c(C#N)c2=O)o1	-5%	3%	1%
O=C(Nc1nnc(Cc2ccc(F)cc2)s1)Nc1ccccc1F	1%	2%	?
CCOC(=O)N1CCN(S(=O)(=O)c2ccc(OC)cc2)CC1	-5%	11%	-11%
COc1ccccc1N1C(=O)C(Cl)=C(N2CCCC2)C1=O	-27%	nt	-2%
O=C(NCCSc1ccccc1)c1ccc(Br)cc1	-7%	-3%	-5%
CC(=O)NCCOc1nc(N(C)C)nc(N2CCCCC2)n1	-9%	6%	5%
COc1ccccc1[C@@H]1C(c2ccccc2)=NN(c2ccccc2)[C@H]1C(=O)N1CCOC1=O	?	-4%[56.1 µM]	?
CCCCC(CC)CNC(=O)C1CC=CCC1C(=O)O (stereo unspecified)	-3%	8%	?
CC(C)NC(=O)Nc1cccc2c1O[C@H](CN(C)C(=O)Nc1ccc(C(F)(F)F)cc1)[C@@H](C)CN([C@H](C)CO)C2=O	-3%	0%	-16%
CCn1c(=O)cc(SCC(=O)Nc2cc(OC)c(OC)c(OC)c2)c2ccccc21	1%	-2%	?
O=C(C1CCN(S(=O)(=O)c2cccnc2)CC1)N1CCN(c2ccccc2Cl)CC1	nt	1%	21µM*
CNC(=O)C(=O)NCC1OCCCN1S(=O)(=O)c1ccc2c(c1)OCCO2 (stereo unspecified)	3%	5%	2%
Cc1nnc(SCCn2c(N(C)Cc3ccccc3)nc3c2c(=O)[nH]c(=O)n3C)s1	-3%	3%	-13%
COc1ccc(Br)cc1CN(C)C(=O)c1ccc2c(c1)NC(=O)C(C)S2 (stereo unspecified)	-4%	5%	0%
CN(CC(=O)NCCN1CCN(c2ccccc2)CC1)S(=O)(=O)c1ccc2c(c1)CCC(=O)N2	-5%	8%	?
COc1ccccc1N1CCN(CC(=O)Nc2ccc(-n3cnnn3)cc2)CC1	1%	-5%	-13%
O=C(NCCc1ccncc1)Nc1cccc(Cl)c1	-3%	-1%	0%
Cc1nc(CNS(=O)(=O)c2ccc(Br)cc2)cs1	?	nt	-21%
CSc1ccc(CN(C)C(=O)CCNS(=O)(=O)c2ccc(C)c(C)c2)cc1	-4%	0%	?

Nothing new here: an excerpt of the list.
SMILES	GCN5L2 inh	TDP1 block	TDP1 cell noCPT
O=C(NCCc1ccncc1)Nc1cccc(Cl)c1	-3%	-1%	0%
Cc1nc(CNS(=O)(=O)c2ccc(Br)cc2)cs1	?	nt	-21%
CSc1ccc(CN(C)C(=O)CCNS(=O)(=O)c2ccc(C)c(C)c2)cc1	-4%	0%	?

The listing continues.
SMILES	GCN5L2 inh	TDP1 block	TDP1 cell noCPT
Cc1cc(C)c(-n2c(O)c(C=NCCN3CCOCC3)c(=O)[nH]c2=O)c(C)c1	-2%	0%	1%
O=C(O)CC(NC(=O)C12CC3CC(CC(C3)C1)C2)c1ccc2c(c1)OCO2 (stereo unspecified)	-7%	-3%	-14%
CS(=O)(=O)N1CCc2cc(-c3csc(NC(=O)Cc4ccccc4)n3)ccc21	-1%	0%	?
Cc1cc(Cl)c(S(=O)(=O)NCC2CCCO2)cc1OCC(N)=O (stereo unspecified)	-20%	4%	9%
O=C(c1ccc(CSc2nc3ccncc3n2Cc2cccc(F)c2)cc1)N1CCCCC1	-1%	3%	21µM*
CCOc1ccc(CCNC(=O)C2CCCN(C(=O)N(C)C)C2)cc1OCC (stereo unspecified)	0%	5%	0%
CC(NC(=O)c1cccc(OC2CCN(C3CCN(C)CC3)CC2)c1)c1ccccc1 (stereo unspecified)	-15%	2%	?
Cc1ccc2nc(N(Cc3cccnc3)C(=O)C3CCCCC3)sc2c1	-8%	0%	?
COC(=O)c1[nH]c2ccc(C)cc2c1NC(=O)CCN1CCN(C2CCCCC2)CC1	-7%	-4%	nt
CCOc1ccc(-c2cc(C(=O)N/N=C(\C)c3cccnc3)c3ccccc3n2)cc1	-32%	9%	?
Cc1ccc(S(=O)(=O)N2CCN=C2SCc2ccccc2)cc1	-10%	3%	12%
COCCNC(=O)C(=O)NNC(=O)c1ccccc1OC	-1%	-6%	-7%
CCN(CC)S(=O)(=O)c1ccc(N2CCOCC2)c(NC(=O)c2ccc(F)cc2)c1	-8%	1%	-28%
Cc1cc(C)cc(NC(=O)C(Sc2ncnc3ccccc23)c2ccccc2)c1 (stereo unspecified)	-16%	-3%	?
O=C(NNC(=O)c1ccc2c(=O)n3c(nc2c1)CCC3)c1ccc(F)cc1	-9%	0%[0.505 µM]	-7%

Single records (already shown). Values in the order: GCN5L2 inh	TDP1 block	TDP1 cell noCPT
Results for `O=C(NNC(=O)c1ccc2c(=O)n3c(nc2c1)CCC3)c1ccc(F)cc1` : -9%	0%[0.505 µM]	-7%
Results for `Cc1ccc(S(=O)(=O)N2CCN=C2SCc2ccccc2)cc1` : -10%	3%	12%

New compounds follow.
SMILES	GCN5L2 inh	TDP1 block	TDP1 cell noCPT
Cc1ccc(S(=O)(=O)N(C)c2ccc(C(=O)N(CC(C)C)C3CCS(=O)(=O)C3)cc2)cc1 (stereo unspecified)	-4%	1%	?
NC(=O)C(NC(=O)OCc1ccccc1)c1ccccc1 (stereo unspecified)	-4%	0%	-15%
Cn1cnnc1Sc1ccc(CN2CCN(C3CCCC3)C(CCO)C2)o1 (stereo unspecified)	3%	3%	4%
N=c1c(C(=O)NCc2ccc3c(c2)OCO3)cc2c(=O)n3ccccc3nc2n1Cc1cccnc1	-2%	4%	-14%
COCCNC(=O)CN1CCN(S(=O)(=O)c2ccc3c(c2)CCCC3)CC1	-1%	1%	-12%
Cc1cc(Br)ccc1SCC(=O)OCC(=O)N1CCN(C(=O)c2ccco2)CC1	0%	-1%	-12%
O=S1(=O)CC2N=C(N(Cc3c(F)cccc3Cl)c3ccccc3F)SC2C1 (stereo unspecified)	-3%	1%	?
COc1cc(N/C(N)=N/c2nc(C)cc(C)n2)cc(OC)c1	-24%	nt	21µM*
COc1ccc(-n2c3c(c(=O)[nH]c2=O)C(C(F)(F)F)(C(F)(F)F)N=C(CC(C)C)N3)cc1	2%	1%	-16%
O=C(NNC(=O)c1sc2cccc(Cl)c2c1Cl)NC1CCCCC1	1%	3%	-30%
Cc1ccc(C)c(-c2ccc(=O)n(Cc3c(F)cccc3Cl)n2)c1	-7%&-18%	0%	?
CCc1cccc2c(C(=O)CSc3nncn3-c3ccc(OC)cc3)c[nH]c12	-7%	3%	?
CCOc1ccc(/C=N/NC(=O)CSc2ccccn2)cc1O	-6%	-3%	-21%
O=S(=O)(c1ccc(NC(=S)NC2CC2)cc1)N1CCOCC1	-4%	2%	-17%
CCOC(=O)c1nn(-c2ccc(OCC)cc2)c2nc(-c3cccc(OC)c3)c(C#N)c(=O)n12	?	-8%	?
COc1ccc(NC(=O)C23CC4CC(C2)CC(c2ccccc2)(C4)C3)c(OC)c1	13%	0%	?
COCCCn1c(SCc2nnc(-c3ccccc3)o2)nc2sc3c(c2c1=O)CCC3	-11%	6%	?
Cc1cc(N=Cc2c(O)n(-c3cccc(C(F)(F)F)c3)c(=O)c3ccccc23)no1	-4%	5%	23µM*
O=C(COC(=O)CNS(=O)(=O)c1cc(C(F)(F)F)ccc1Cl)NC1CC1	6%	1%	-27%
CCC1CCCCN1C(=O)CSc1nc2ncccc2[nH]1 (stereo unspecified)	-5%	2%	1%
Cc1cccc(Nc2nc(Cl)ncc2F)c1C	-7%	nt	1%
Oc1ccccc1-c1cc(C(F)(F)C(F)F)[nH]n1	-30%	1%	?
COc1ccccc1Nc1nc(C)cc(C)n1	-13%	4%	-1%
COc1ccc(COC(=O)C2CCN(S(=O)(=O)c3ccc(OC)c(OC)c3)CC2)cc1	-3%	2%	4%
CCOCCCNC(=O)C1CCN(C(=O)N(C)C)CC1	2%	1%	-3%
Cc1ccccc1NC(NC(=O)c1cccs1)C(Cl)(Cl)Cl (stereo unspecified)	-26%	-4%	?
Cc1ccc(C(=O)N2CCc3ccccc32)cc1	-2%	0%[56.1 µM]	-7%
Cc1ccc(C)c(S(=O)(=O)NCc2ccc(C(=O)N3CCC(Cc4ccccc4)CC3)cc2)c1	-7%	4%	?
COC(=O)C1[C@H]2C(=O)N(Cc3cccs3)C[C@]23C=C[C@H]1O3 (stereo partly specified)	-2%	-2%	-9%
COc1ccc(CN2CCNC(=O)C2CC(=O)NC2CCCCCC2)c(C)c1C (stereo unspecified)	-12%	4%	-8%
CCOC(=O)C1C(C(=O)Nc2cccc(C(F)(F)F)c2)C1C(=O)NC(C)C (stereo unspecified)	-5%	0%	4%
COc1ccc(CNC(=O)C2CCN(S(C)(=O)=O)CC2)c(OC)c1	0%	0%	3%
CCN(CC)C(=O)CSc1nc2c(sc(=S)n2-c2ccccc2)c(=O)n1Cc1ccco1	-3%	9%	?
C/C(=N\Nc1nncc2ccccc12)c1ccc(OCC(=O)N(C)C)cc1	-3%	-5%	?
COC(=O)[C@H]1[C@H]2C[C@@H]3c4[nH]c5ccccc5c4CCN3C[C@H]2C[C@@H](OC(=O)c2cc(OC)c(OC)c(OC)c2)[C@@H]1OC	?	nt	15µM*

Screens: PubChem, National Center for Advancing Translational Sciences (NCATS)
